GSH bead fluor: GSH bead compound fluorescence profile | GSH beads flow cytometry, compound fluorescence 488/530 nm; hits give high values | hit rate 0.25% among 190,000 | fluorescence (KMESF) at 10 µM | AID 1776; in the data active = fluorescence above about 89;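 note: glutathione beads carrying GST-tagged Bcl family fusion proteins plus one bare bead set; values are compound well signal with DMSO vehicle wells as background; inactives centre near 16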
Bim-Bcl-2: inhibitors of Bim-Bcl-2 interaction, human. AID 950. hit rate 0.06% among 190,000. inhibition, % at 10 µM. P10415. Bead-based flow cytometry, Bim peptide-Bcl-2 binding; in the data active = inhibition above about 40%; inconclusive = no clear call, values can overlap the other calls;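 note: 0% = no compound wells with probe peptide and 100% = reference peptide inhibitor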
Avidin bead fluor: compound fluoresces at 488/530 nm on avidin beads | fluorescence (KMESF) at 10 µM | hit rate 0.38% among 220,000 | compound fluorescence 488/530 nm, flow cytometry; hits give high values; in the data active = fluorescence above about 47; note: inactives centre near 10
Bcl-XL Bim block: disrupts Bim peptide binding to human Bcl-XL. Q07817. bead flow cytometry, fluorescence. inhibition, % at 10 µM. hit rate 0.04% among 190,000
RGS7-Gao: human RGS7-Galphao interaction regulation | hit rate 0.35% among 220,000 | AID 1439 | P09471 | binding response (% of control), % at 10 µM | Multiplexed bead flow cytometry, RGS7-Galphao binding; actives lie on both sides; in the data active = binding response below about 49% or above about 150%; inconclusive = no clear call, values can overlap the other calls; inactive = in between;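 note: fluorescent Galphao held in activated GDP-AlF4 state binding bead-coupled RGS7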
ABCG2 block: human ABCG2 inhibition, ABCB1 as counter-screen | Q9UNQ0 | IgMXP3 cells, JC-1 efflux, flow cytometry | inhibition, % at 6.6 µM | hit rate 0.1% among 190,000 | AID 1325;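 active = inhibition above 80%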;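 note: 0% = DMSO and 100% = nicardipine control wells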
Target sequence (Q9UNQ0 whole entry, looked up): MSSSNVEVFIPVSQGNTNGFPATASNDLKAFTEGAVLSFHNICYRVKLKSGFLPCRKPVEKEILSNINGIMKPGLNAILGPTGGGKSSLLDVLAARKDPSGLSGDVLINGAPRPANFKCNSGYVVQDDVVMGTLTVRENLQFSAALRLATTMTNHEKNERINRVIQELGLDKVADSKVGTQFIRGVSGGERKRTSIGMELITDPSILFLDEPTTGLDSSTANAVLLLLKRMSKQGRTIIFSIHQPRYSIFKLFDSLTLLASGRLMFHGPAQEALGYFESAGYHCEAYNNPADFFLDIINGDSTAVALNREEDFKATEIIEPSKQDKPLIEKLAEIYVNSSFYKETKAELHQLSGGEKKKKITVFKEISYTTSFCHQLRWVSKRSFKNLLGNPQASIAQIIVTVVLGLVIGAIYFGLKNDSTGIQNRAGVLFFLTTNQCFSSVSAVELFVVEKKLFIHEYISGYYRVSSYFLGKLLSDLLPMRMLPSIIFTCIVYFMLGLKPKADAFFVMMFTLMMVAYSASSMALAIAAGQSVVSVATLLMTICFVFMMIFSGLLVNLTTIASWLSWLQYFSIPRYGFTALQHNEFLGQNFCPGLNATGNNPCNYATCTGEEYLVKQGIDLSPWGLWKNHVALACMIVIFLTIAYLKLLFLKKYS
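Test system: IgMXP3 (ABCG2) plus far-red-tagged CCRF-Adr (ABCB1) cells. Reagent: JC-1 dye as substrate. Timing: 10 min exposure at 25 °C with rotation, no wash. Measured by: flow cytometric JC-1 green MFI at 530 nm. Read-out: percent efflux inhibition, scaled nicardipine 100% to DMSO 0%. Control set: nicardipine and DMSO wells.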
ABCB1 block: inhibitors of human ABCB1 transporter, ABCG2 counter-screen. P08183. CCRF-Adr cells, JC-1 efflux, flow cytometry. inhibition, % at 6.6 µM. hit rate 0.067% among 190,000; in the data active = inhibition above about 40%;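 note: 0% = vehicle and 100% = reference inhibitor; higher value means more JC-1 retained so stronger ABCB1 efflux block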
RGS4-Gao reg: human RGS4-Galphao interaction regulation. P09471. Multiplexed bead flow cytometry, RGS4-Galphao binding; actives lie on both sides. binding response (% of control), % at 10 µM. hit rate 0.33% among 220,000. AID 1415; in the data active = binding response below about 49% or above about 150%; inactive = in between;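 note: fluorescent Galphao activated with aluminum fluoride binding bead-coupled RGS4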
Bim-Bfl-1: human Bim-Bfl-1 interaction inhibition; Q16548; Bead-based flow cytometry, Bim-Bfl-1 binding inhibition; inhibition, % at 10 µM; hit rate 0.12% among 190,000;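 note: 0% = wells without compound plus tracer and 100% = blocker peptide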
Bcl-W Bim block: inhibitors of Bim-Bcl-W interaction, human | hit rate 0.02% among 190,000 | bead-based flow cytometry, Bim peptide-Bcl-W binding | Q92843 | inhibition, % at 10 µM;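 note: 0% = bound tracer without compound and 100% = peptide blocker; higher means less fluorescent Bim peptide bound to Bcl-W beads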
Target sequence (Q92843 whole entry, looked up): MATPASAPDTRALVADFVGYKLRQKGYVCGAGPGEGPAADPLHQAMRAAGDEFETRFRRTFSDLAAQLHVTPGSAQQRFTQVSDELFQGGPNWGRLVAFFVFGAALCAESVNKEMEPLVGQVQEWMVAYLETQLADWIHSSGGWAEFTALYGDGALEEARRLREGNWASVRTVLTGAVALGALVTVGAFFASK
Bim-Bcl-B: inhibitors of Bim-Bcl-B interaction, human; inhibition, % at 10 µM; AID 951; hit rate 0.073% among 190,000; bead-based flow cytometry, Bim peptide-Bcl-B binding; Q9HD36;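 note: 0% = tracer peptide without compound and 100% = reference inhibitor peptide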
* = called active by the depositor; ? = inconclusive; & = joins results of further samples; [ ] = remark or other dose. Cut-off read from the data, not from the text of the source, unless noted: active = inhibition above about 40%.

no.	Compound	RGS7-Gao	Avidin bead fluor	Bim-Bfl-1	Bcl-XL Bim block	Bcl-W Bim block	ABCG2 block	ABCB1 block	Bim-Bcl-2	RGS4-Gao reg	GSH bead fluor	Bim-Bcl-B
1	O=C(CSc1nnc(CCCN2C(=O)c3cccc4cccc(c34)C2=O)n1-c1ccccc1)NCCCN1CCOCC1	106.9	10	0.0	-4.0	-4.0	-12.5	-4.4	-5.0	100.5	25	-6.0
2	Cc1nn2c(=O)cc(CSc3nc4ccccc4[nH]3)nc2s1	101.2	23	-8.0	-14.0	-7.0	0.3	0.0	-5.0	98.4	16	-5.0
3	Cc1nc2ccccc2n1CC(=O)OCC(=O)Nc1ccc2c(c1)OCCO2	97.3	13	-13.0	-3.0	-2.0	1.8	0.2	-11.0	98.6	34	-9.0
4	CCOc1cc(C(=O)Nc2ccc(S(=O)(=O)NC3=NCCCCC3)cc2)cc(OCC)c1OCC	101.5	9	-6.0	-2.0	0.0	3.9	0.3	-6.0	103.4	17	-5.0
5	CCCCC(=O)N/N=C(/C)C1=C(C)C(C)(C)OC1=O	101.7	12	-4.0	-2.0	0.0	-1.8	-0.2	-1.0	98.7	10	-2.0
6	COc1ccc(NC(=O)c2nn(C)c(=O)c3ccccc23)cc1S(=O)(=O)Nc1ccccc1Cl	93.7	11	-2.0	0.0	1.0	3.9	1.1	-3.0	99.8	11	-1.0
7	COCCSc1nnc(NC(=O)c2ccc([N+](=O)[O-])cc2)s1	97.0	9	-7.0	-1.0	0.0	23.5	-1.6	-3.0	99.0	13	-2.0
8	Cc1cc(C(=O)NN)c(C)o1	?	13	-6.0	-2.0	-1.0	0.8	0.0	-1.0	101.6	18	-2.0
9	CCN=C1SC(C(=O)Nc2cccc(C(=O)O)c2)CC(=O)N1CC (stereo unspecified)	98.5	14	1.0	1.0	0.0	-0.2	0.0	1.0	102.0	23	2.0
10	O=C(NCCN1CCOCC1)Nc1ccccc1	101.6	5	-11.0	-1.0	1.0	0.7	0.2	-1.0	103.0	26	-5.0
11	CCOC(=O)C1=C(C)NC(C)=C(C(=O)OCC)C1C(=O)OCC(=O)N(C)C1CCS(=O)(=O)C1 (stereo unspecified)	99.8	11	-9.0	-2.0	-5.0	0.0	0.3	-2.0	104.4	11	-4.0
12	COc1nc(C)c2cc(C)oc2n1	108.5	13	1.0	-2.0	-1.0	5.0	-0.8	4.0	105.9	20	-2.0
13	O=c1[nH]c(-c2ccco2)nc2sc3c(c12)CCCC3	98.5	14	-12.0	-7.0	-4.0	2.2	0.2	-6.0	99.5	15	-5.0
14	NS(=O)(=O)c1ccc(CCNC(=O)CSc2nnc3ccccn23)cc1	?	12	-3.0	0.0	1.0	0.8	0.1	-5.0	92.1	12	-4.0
15	CC(=O)c1cc2cc(O)ccc2o1	96.4	7	1.0	0.0	1.0	-4.5	-5.1	0.0	93.8	27	4.0
16	CCOC(=O)C(/C=N/c1cc(C)nn1-c1ccccc1)=C(\C)O	110.0	27	-20.0	-10.0	-3.0	12.8	1.0	-19.0	107.3	25	-8.0
17	CC(NC(=O)Cc1c(F)cccc1Cl)C1CCCO1 (stereo unspecified)	101.3	6	-7.0	-1.0	2.0	-0.1	0.1	-3.0	97.1	16	-3.0
18	Cc1sc2nc(SCC(=O)NCCO)n(-c3ccccc3)c(=O)c2c1C	103.4	10	-6.0	-2.0	0.0	2.1	0.3	2.0	101.1	9	-2.0
19	O=C(/C=C/c1ccc(Cl)cc1)Nc1ccc(Br)cn1	105.7	10	-6.0	-3.0	-1.0	1.2	-0.5	-3.0	97.5	13	-5.0
20	O=C(O)c1cnn(-c2ccccc2)c1-n1cccc1	106.7	24	-8.0	-12.0	-5.0	6.2	0.6	-9.0	105.0	15	-6.0
21	CCN(C(=S)Nc1ccc(C(C)=O)cc1)C1CCCCC1	96.0	23	-3.0	-6.0	-8.0	2.2	0.7	-3.0	98.4	16	-22.0
22	O=C(C1CCCN1C(=O)c1cccs1)N1CCc2ccccc21 (stereo unspecified)	104.5	9	-13.0	-4.0	2.0	1.7	0.4	-9.0	102.6	14	-11.0
23	O=C(CN1C(=O)C2C3C=CC(C3)C2C1=O)NCCc1ccccc1 (stereo unspecified)	105.3	6	-9.0	2.0	4.0	2.1	0.8	-10.0	100.7	39	-5.0
24	CCc1ccc(-c2ccc(C(=O)C(F)(F)F)[nH]2)cc1	100.4	8	-7.0	-4.0	-4.0	2.4	0.7	-3.0	96.2	29	-3.0
25	O=C(O)CONC(=O)c1cc(OCC(F)(F)F)ccc1OCC(F)(F)F	106.0	15	-3.0	-2.0	-2.0	5.7	0.7	-3.0	109.4	16	0.0
26	O=C(Cn1cnc2sc(-c3ccccc3)cc2c1=O)NCc1ccco1	89.4	7	-6.0	-8.0	0.0	0.0	-0.2	-3.0	96.0	9	-8.0
27	C/C(Sc1nnc(Cc2ccccc2)o1)=C(/O)c1ccccc1	105.4	38	-3.0	-7.0	-2.0	-3.0	0.1	-11.0	102.7	17	-4.0
28	COc1cc(OC)cc(C(=O)NCc2cc(C)nc3ccccc23)c1	98.1	5	5.0	0.0	1.0	2.1	1.4	0.0	99.3	19	1.0
29	CSCCC(NS(=O)(=O)c1ccc(Cl)cc1)C(=O)OCC(=O)NC1CC1 (stereo unspecified)	96.2	11	1.0	-5.0	0.0	0.0	0.1	-3.0	100.3	16	0.0
30	CCCn1c(C(O)c2ccc(OCC)cc2)nc2ccccc21 (stereo unspecified)	107.3	6	-7.0	0.0	-1.0	-0.9	-0.4	-8.0	101.9	19	-3.0
31	Cc1ccc(S(=O)(=O)c2cnc(-c3ccccc3)nc2Oc2ccccc2)cc1	100.6	18	4.0	3.0	2.0	-3.0	0.3	-3.0	99.8	21	4.0
32	O=C(Nc1ccccc1)C1CCN(c2nccs2)CC1	101.8	11	-13.0	-4.0	-2.0	12.1	1.1	-10.0	106.0	27	-9.0
33	CCOC(=O)c1cc2sccc2n1CC(=O)N1CCCc2ccccc21	99.6	11	-5.0	0.0	-1.0	2.7	0.8	-4.0	103.6	12	-4.0
34	O=C1N/C(=N\N=C\c2cccs2)SC1Cc1ccc(Cl)cc1Cl (stereo unspecified)	103.3	6	-9.0	-5.0	-6.0	2.0	-0.1	-8.0	100.6	15	-7.0
35	CCOc1ccc(C2CC(c3cccc(Cl)c3)n3nc(N)nc3N2)cc1 (stereo unspecified)	101.4	8	-7.0	-2.0	3.0	-1.7	-1.2	-4.0	104.2	20	-6.0
36	CCOc1cc(N2CCOCC2)c(OCC)cc1NC(C)C(=O)N1CCN(CC)CC1 (stereo unspecified)	?	12	-3.0	-3.0	0.0	4.7	1.4	0.0	104.8	19	-2.0
37	c1ccc(CN2CCC(Nc3nc(-c4cccnc4)nc4ccccc34)CC2)cc1	?	9	-3.0	-2.0	0.0	3.8	4.1	-2.0	92.4	19	-1.0
38	CCCCCCCN(C(=O)CCl)c1cccc(C)c1	92.8	7	0.0	2.0	0.0	4.8	0.8	-2.0	98.7	17	4.0
39	OC1(c2cccc(C(F)(F)F)c2)CCN(Cc2nnnn2CCc2ccccc2)CC1	103.8	8	-2.0	-5.0	-4.0	-3.9	0.2	-3.0	109.7	25	-5.0
40	COc1cccc(CNC(=O)CCCCCn2c(=S)[nH]c3ccc(N4CCOCC4)cc3c2=O)c1	106.6	20	-8.0	-3.0	-3.0	-4.4	-0.5	-5.0	102.1	8	-17.0
41	Cc1ccc(C(=O)/C=C/c2cn(CN3CCN(C)CC3)c3ccccc23)cc1	105.7	8	-8.0	-2.0	0.0	8.8	1.2	-5.0	104.1	17	-9.0
42	CC(=O)NC(=O)NC1OC(=O)C(Cl)=C1Cl (stereo unspecified)	85.4	6	-6.0	-21.0	0.0	0.9	0.5	-3.0	86.1	55	-3.0
43	CCOc1cc(N2CCOCC2)c(OCC)cc1NC(=O)Cc1cccc2ccccc12	100.2	13	5.0	2.0	2.0	0.9	0.7	2.0	97.7	21	-2.0
44	Cc1cc(C)c(N2C(=NC(=O)CCCC(=O)O)SC3CS(=O)(=O)CC32)c(C)c1 (stereo unspecified)	108.1	3	1.0	4.0	9.0	-0.8	-0.3	2.0	110.0	5	0.0
45	CCc1nc2ccccc2n1CCc1ccccc1	93.5	5	0.0	1.0	-1.0	1.9	-0.2	0.0	97.0	22	-1.0
46	COCCN(C(=S)Nc1ccc(C)cc1C)C(C)c1ccco1 (stereo unspecified)	142.4	8	4.0	-5.0	-2.0	16.8	0.5	-1.0	160.2*[activator]	11	0.0
47	CC(Sc1ccc2ccccc2n1)C(=O)O (stereo unspecified)	106.1&103.2	14&12	-20.0&1.0	-12.0&-4.0	-7.0&-3.0	7.9&-3.5	1.5&-3.1	-10.0&-4.0	105.5&95.2	33&21	-11.0&-11.0
48	Cc1ccc2c(Cl)cc(Cl)c(OCC(=O)Nc3cccc(S(N)(=O)=O)c3)c2n1	98.5	15	-16.0	-10.0	-6.0	2.6	0.6	-9.0	96.2	11	-16.0
49	COC(=O)Cn1c(C)c(C(C)=O)c(C(C)=O)c1C	97.5	17	-8.0	-1.0	0.0	-0.6	-0.1	-8.0	102.5	29	-6.0

No enrichment for hits (roughly 1.3% active in at least one column).
